Source: PubChem BioAssay
ERp5 inh: inhibitors of human ERp5; Q15084; ERp5 insulin aggregation, absorbance 650 nm, 90 min; inhibition, % at 9.99 µM; 350,000 compounds, 0.05% hits;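 active = mean replicate inhibition above about 25%, with every replicate also reaching it, limit read from the data, passing the limit was not always enough; inconclusive = only one of those two criteria met; inactive = neither criterion met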
Target sequence (Q15084 whole entry, looked up): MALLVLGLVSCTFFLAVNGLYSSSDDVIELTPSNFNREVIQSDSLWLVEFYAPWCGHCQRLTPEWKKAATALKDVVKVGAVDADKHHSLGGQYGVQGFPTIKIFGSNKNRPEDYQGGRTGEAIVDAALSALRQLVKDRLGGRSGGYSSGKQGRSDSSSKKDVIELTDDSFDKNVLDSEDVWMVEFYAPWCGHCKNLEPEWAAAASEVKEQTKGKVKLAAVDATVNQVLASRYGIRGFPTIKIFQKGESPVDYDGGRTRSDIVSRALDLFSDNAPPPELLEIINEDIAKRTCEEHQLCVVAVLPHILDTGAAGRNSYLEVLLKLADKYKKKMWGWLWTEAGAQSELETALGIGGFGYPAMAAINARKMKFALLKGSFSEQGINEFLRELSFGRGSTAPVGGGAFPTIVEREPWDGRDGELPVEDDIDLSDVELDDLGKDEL
Cneo AK release: Cryptococcus neoformans lysis via adenylate kinase release; C. neoformans lysis, adenylate kinase release luminescence, 4 h; normalised: neutral wells 0, clomiphene wells 100; lysis activity, % at 15 µM; 360,000 compounds, 0.2% hits;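 active = mean lysis activity across replicates of at least 80%, whatever share of replicates individually reach that level; inactive = mean lysis activity below 80%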
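Material – log-phase Cryptococcus neoformans yeast cells · Input – 5 × 10^6 yeast cells/mL · Medium – fresh YPD growth medium · Doses – single compound concentration per well · Timing – static 4 h at 37 °C with compound, 1 h detection · Detection – adenylate kinase release luminescence · Read-out – signal increase indicating cell lysis · Control set – Clomiphene as positive lysis control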
Statin myotox sup: protects C2C12 myotubes from simvastatin toxicity. ATP luminescence, 48 h; scaled: DMSO 0, geranylgeraniol control 100. rescue of ATP level, % at 7.49 µM. 330,000 compounds, 0.78% hits;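 active = mean ATP rescue above about 67%, or every replicate alone reaching that limit, limit read from the data, passing the limit was not always enough; inconclusive = no clear call, values can overlap the other calls; inactive = mean under the limit and some replicate under it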;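 note: myotubes were challenged with 10 µM simvastatin during compound exposure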
esBAF inh: blocks esBAF chromatin remodeling in mouse ES cells; Bmi1-luciferase knock-in reporter, 24 h; 100% = twice the neutral-well signal; reporter increase, % at 12.5 µM; 350,000 compounds, 2% hits; in the data active = activation above about 40%; inconclusive = no clear call, values can overlap the other calls;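 note: 0% = median of the plate's neutral control wells and 100% = double that signal; a rise in the Bmi1 reporter signal indicates esBAF inhibition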
miR-122 sensor: blocks miR-122 activity in Huh7 sensor cells; Huh7 miR-122 Renilla luciferase sensor, 48 h; neutral wells = 0, positive control = 100; 340,000 compounds, 0.3% hits; activation (reporter increase), % at 12.5 µM; AID 602342;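 active = mean replicate activation score at least 90 and every replicate individually at or above 90; inconclusive = only one of the two criteria met; inactive = neither criterion met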;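 note: higher luciferase means less miR-122 activity so hits act as miR-122 inhibitors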
SIRT5 block: blocks human SIRT5 desuccinylation of peptide; Purified SirT5, succinyl-peptide AMC, trypsin-coupled fluorescence; Q9NXA8; AID 652115; inhibition, % at 15 µM; 330,000 compounds, 1.1% hits; in the data active = inhibition above about 15%; inconclusive = no clear call, values can overlap the other calls
Target sequence (Q9NXA8 whole entry, looked up): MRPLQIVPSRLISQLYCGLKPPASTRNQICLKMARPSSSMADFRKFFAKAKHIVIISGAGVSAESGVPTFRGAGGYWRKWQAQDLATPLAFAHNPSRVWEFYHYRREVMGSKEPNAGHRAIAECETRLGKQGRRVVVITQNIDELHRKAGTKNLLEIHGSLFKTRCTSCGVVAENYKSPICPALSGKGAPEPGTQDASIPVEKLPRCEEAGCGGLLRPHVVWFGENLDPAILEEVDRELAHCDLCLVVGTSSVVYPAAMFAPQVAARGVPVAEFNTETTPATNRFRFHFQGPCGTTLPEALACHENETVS
ARNT-TACC3 inh: disruptors of human ARNT/TACC3 interaction; AlphaScreen His-ARNT PAS-B/GST-TACC3 binding, luminescence; TACC3 fragment carries E629A point mutation; inhibition, % at 9.99 µM; 390,000 compounds, 0.66% hits; AID 623870;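 active = mean inhibition of replicates at least 50% and at least half of replicates each reaching 50%; inconclusive = half or more replicates reach 50% but mean below 50%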;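 note: 0% = complete ARNT plus TACC3 wells and 100% = ARNT alone without TACC3; many hits fall short of the cut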
Numbers without * were called inactive; ? = inconclusive; / = no result given; & = joins results of further samples; [ ] = remark or other dose.

SMILES	ERp5 inh	Cneo AK release	Statin myotox sup	esBAF inh	miR-122 sensor	SIRT5 block	ARNT-TACC3 inh
CCOCC(=O)Nc1nc2ccc(OCC)cc2s1	/	-10.0	3.2	7.3	-5.6	/	-10.8
CCn1c(SCC(=O)N2CCOCC2)nc2c([nH]c3ccccc32)c1=O	-1.5	-1.9	/	/	/	3.1	-6.2
C[C@@H]1CN([C@@H](C)CO)S(=O)(=O)c2ccc(C#Cc3ccccn3)cc2O[C@@H]1CN(C)C(=O)C1CC1	-1.1	5.2	9.6	-4.3	-7.5[16.7 µM]	-2.0	-6.9
C[C@H](CO)N1C[C@H](C)[C@@H](CN(C)C(=O)CCCN(C)C)OCCCC[C@H](C)Oc2ccc(NS(C)(=O)=O)cc2C1=O	2.1	0.0	-37.6	-0.2	6.2[16.7 µM]	0.8	-3.0
COC(=O)c1nnn(-c2nonc2N)c1CSCCO	/	3.2	/	6.5	-0.1	/	-0.1
Cc1cccc(C)c1NCC(=O)N1CCN(Cc2ccccc2)CC1	-7.9	0.0	25.9	5.9	5.4	-1.6	-6.3
Cc1cc(C)cc(N2C(=O)c3nccnc3C2=O)c1	?	4.6	5.0	2.7	-0.9	-1.8	-10.9
COc1ccc(-c2nn(CCC(=O)O)cc2/C=N/NC(N)=S)cc1	5.6	1.2	10.0	-2.9	1.8	1.7	/
CC(=O)c1ccc(N2C(=O)[C@@H]3[C@H](C2=O)[C@H]2c4ccccc4C=NN2[C@@H]3C(C)=O)cc1	0.8	/	/	/	/	1.6	-6.1
COc1ccc(C(=O)N/C(=C\c2cn(S(=O)(=O)N(C)C)c3ccccc23)C(=O)N2CCN(C)CC2)cc1	1.1	0.2	1.4	-6.0	3.7	-1.5	-1.5
COc1ccc2c(-c3ccc(SC)cc3)c(-c3ccc(S(C)(=O)=O)cc3)sc2c1	1.1	-0.7	42.4	-12.0	-4.5	-18.5	2.3
COc1ccc(S(=O)(=O)Nc2cccc3c2O[C@H](CN(C)Cc2ccccc2)[C@@H](C)CN([C@H](C)CO)C3=O)cc1	5.8&2.1	-8.9&-0.9	-18.3&-0.9	-0.1&-4.0	58.0[16.7 µM]	-0.5&-7.3	-4.9&1.9
Clc1ccc(C=Cc2ccccn2)cc1	-1.7	1.0	-3.4	?	5.6	/	-4.0
CCN(CC)CCCC(C)Nc1nccc2c(Cl)cccc12 (stereo unspecified)	6.2	-0.4	-5.7	-9.5	-0.3	-6.1	0.2
Cc1ccc(N2CCN(C(=O)c3ccccc3F)CC2)c(C)c1	0.2	2.3	-20.5	0.0	-4.7	0.5	2.7
CC(C)c1ccc(NC(=O)C(c2ccc3c(c2)OCO3)N2CCC3(CC2)OCCO3)cc1 (stereo unspecified)	/	3.5	25.4	10.6	-0.6	/	-3.0
COCCN(C(=O)c1cccc(-n2cnnn2)c1)c1c(N)n(CC(C)C)c(=O)[nH]c1=O	1.9	/	-1.5	-3.0	/	-0.5	0.1
COc1cc2nc(CN3CCOCC3)n(CC(=O)NCC(F)(F)F)c(=O)c2cc1OC	-3.1	-3.1	-7.7	-11.9	-0.9	4.8	-1.7
CCOC(=O)CN(C#N)c1nc(C)cc(C)n1	/	-0.5	/	/	1.0	/	-2.7
CC(=O)Nc1cccc(-c2cc(NC(C)=O)c3ncc(-c4ccc(F)cc4)n3c2)c1	-5.8	-0.3	-17.5	6.0	-4.5	-2.4	/
CC(C)NC(=O)Nc1ccc2c(c1)CC(=O)N([C@H](C)CO)C[C@@H](C)[C@H](CN(C)Cc1ccc(C(=O)O)cc1)O2	3.8	-0.7	-11.1	-2.0	-1.2[16.7 µM]	-2.7	-3.7
C/C(Cl)=C\Cn1c(N2CCCC2)nc2c1c(=O)[nH]c(=O)n2C	/	0.6	5.9	1.6	-9.8	/	-4.0
CC(C)NC(=O)N(C)C[C@H]1Oc2c(NC(=O)c3cnccn3)cccc2C(=O)N([C@@H](C)CO)C[C@H]1C	-1.2	-1.9	1.4	-4.0	1.5[16.7 µM]	1.0	-14.0
CO[C@@H]1CN(C)C(=O)c2cc(NC(=O)Nc3cc(F)ccc3F)ccc2OC[C@H](C)N(C(=O)c2cnccn2)C[C@H]1C	8.3	-1.2	-6.6	-5.3	/	/	-6.2
O=c1[nH]c(C2CCN(S(=O)(=O)c3cccc(C(F)(F)F)c3)CC2)nc2c1nnn2Cc1cccc(F)c1	3.0	1.1	55.2	-4.2	-6.7	-0.7	11.2

6 entries from above, with two lines to a compound:
Every second line gives: ERp5 inh, Cneo AK release, Statin myotox sup, esBAF inh, miR-122 sensor, SIRT5 block, ARNT-TACC3 inh
> Cc1cc(C)cc(N2C(=O)c3nccnc3C2=O)c1
→ ?, 4.6, 5.0, 2.7, -0.9, -1.8, -10.9
> COc1ccc(-c2nn(CCC(=O)O)cc2/C=N/NC(N)=S)cc1
→ 5.6, 1.2, 10.0, -2.9, 1.8, 1.7, /
> CC(=O)c1ccc(N2C(=O)[C@@H]3[C@H](C2=O)[C@H]2c4ccccc4C=NN2[C@@H]3C(C)=O)cc1
→ 0.8, /, /, /, /, 1.6, -6.1
> COc1ccc(C(=O)N/C(=C\c2cn(S(=O)(=O)N(C)C)c3ccccc23)C(=O)N2CCN(C)CC2)cc1
→ 1.1, 0.2, 1.4, -6.0, 3.7, -1.5, -1.5
> COc1ccc2c(-c3ccc(SC)cc3)c(-c3ccc(S(C)(=O)=O)cc3)sc2c1
→ 1.1, -0.7, 42.4, -12.0, -4.5, -18.5, 2.3
> COc1ccc(S(=O)(=O)Nc2cccc3c2O[C@H](CN(C)Cc2ccccc2)[C@@H](C)CN([C@H](C)CO)C3=O)cc1
→ 5.8&2.1, -8.9&-0.9, -18.3&-0.9, -0.1&-4.0, 58.0[16.7 µM], -0.5&-7.3, -4.9&1.9

(listing goes on)
SMILES	ERp5 inh	Cneo AK release	Statin myotox sup	esBAF inh	miR-122 sensor	SIRT5 block	ARNT-TACC3 inh
CO[C@@H]1CN(C)C(=O)c2cc(NS(=O)(=O)CC(F)(F)F)ccc2OC[C@@H](C)N(Cc2ccccn2)C[C@@H]1C	-5.6	3.8	7.7	0.1	/	-3.4	23.2
COc1ccc(C(=O)[C@@H]2CC[C@](C)(C(=O)O)C2(C)C)cc1	-6.4	-1.7	-2.6	-1.3	-0.1	-3.7	-0.5
O=S(=O)(c1ccccc1)n1nc(-c2ccccc2)nc1NCc1ccco1	/	-2.1	8.8	35.7	-0.8	/	4.3
COc1cc2c(cc1OC)C(Cc1ccc(O)cc1)N(C)CC2 (stereo unspecified)	-9.4	-0.9	/	-5.3	/	-2.7	-0.8
COc1cccc(NC(=S)NCc2ccc(F)cc2)c1	-6.2	3.7	6.9	2.1	43.8	-4.4	1.0
COc1ccc(C(=O)Nc2ccccc2C(=O)NC(C(=O)NCc2ccco2)C(C)C)cc1 (stereo unspecified)	/	1.3	19.1	3.1	-3.4	/	8.9
COc1ccc(CN2CCC(Oc3ccc(C(=O)N4CCCC4)cc3)CC2)c(F)c1	2.1	0.2	-0.4	-13.1	-10.1	3.9	4.9
CC(=O)c1ccccc1OCCn1nc(C(=O)O)c2ccccc2c1=O	2.4	0.3	5.8	-4.4	-0.2	-1.1	-2.0
COC(=O)C1=C(C)N=C2SC(C#N)=C(N)N2C1c1ccc(OC)cc1 (stereo unspecified)	/	0.3	25.9	15.0	-0.1	/	2.4
CCC(=O)Nc1ccc2c(c1)C(=O)N(C)C[C@H](OC)[C@H](C)CN(C(=O)CN1CCOCC1)[C@@H](C)CO2	/	/	10.0	-2.2	3.6[16.7 µM]	/	/
Cc1cc(COc2ccccc2)oc1C(=O)O	3.9	-4.4	-5.1	50.9*	-8.3	1.8	-2.9
Clc1cccc(-c2nc3ccc(Cl)cn3c2Cc2ccccc2)c1	-4.6	-0.8	7.6	16.2	-2.6	-3.6	/
O=C(c1cccc(-n2cccc2)c1)N1CCN(S(=O)(=O)c2ccc(F)cc2)CC1	-3.9	0.0	1.0	7.5	2.0	-7.2	/
CCNC(=O)Nc1ccc2c(c1)C(=O)N(C)[C@@H]1CC[C@@H](CC(=O)NCc3ccc(F)cc3)O[C@@H]1CO2	1.2	-5.1	-9.0	-4.0	-9.4[16.7 µM]	-3.6	1.3
CC(C)[C@H](NS(=O)(=O)c1cccc(C(F)(F)F)c1)C(=O)OCC(N)=O	1.8	5.0	6.1	-4.0	-1.4	-4.0	-3.5
CCCNC(=O)[C@@H]1CCCN1C(=O)[C@@H]1Cc2ccccc2CN1	0.8	-0.3	1.7	-1.8	-1.4	-2.7	18.6
O=[N+]([O-])c1ncc(Br)cc1Nc1ccccc1	-0.6	/	/	/	/	0.9	5.7
Fc1ccc(NC(=S)N2CCN(c3cccc(C(F)(F)F)c3)CC2)cc1	1.5	/	/	/	/	-3.2	-2.1
COc1ccc(CCN(C)C2CCCN(S(C)(=O)=O)C2)cc1OC (stereo unspecified)	0.9	-4.2	-10.8	-2.1	-4.3	-3.0	0.4
COc1ccc(C(=O)N2C[C@@H]3[C@H](c4ccccc42)[C@H](CO)N3C(=O)c2cccc(F)c2)cc1	1.2	-0.6	-7.5	-0.9	-12.2[16.7 µM]	-2.2	-5.5
C[C@@H](C(=O)Nc1nccs1)N1C(=O)C2CC=CCC2C1=O (stereo partly specified)	1.3	-0.8	8.4	-2.7	/	-0.3	-4.7
CC(=O)Nc1ccccc1OC(C)C(=O)NC(C)c1ccc(F)cc1 (stereo unspecified)	-5.7	/	/	/	/	2.3	-1.9
CCNC(=S)NN=C1CCC(C(C)(C)C)CC1 (stereo unspecified)	-4.9	/	-3.4	-1.1	1.2	-6.7	2.5
FC(F)(F)c1cccc(-c2ccn3ncnc3n2)c1	5.4	/	/	/	/	-8.5	1.5
Cc1cccn2c(CN[C@@H]3CCCC[C@H]3c3ccccc3)c(C(=O)N3CCOCC3)nc12	0.5	-4.6	/	/	-2.8	-2.7	1.0
C[C@H](CO)N1C[C@H](C)[C@@H](CN(C)S(C)(=O)=O)OCc2cn(nn2)CCCC1=O	-4.1&-0.2	-0.9	-5.9	-6.9	0.3[16.7 µM]	2.8&0.4	-8.4
CCCNC(=O)C1(C)CCN(C(=O)/C=C/c2ccccc2)C1 (stereo unspecified)	-5.3	-0.3	1.4	5.7	2.0	/	/
CC(=O)Nc1ccc(S(=O)(=O)NCC2CCC(C(=O)NCCCN3CCCC3=O)CC2)cc1 (stereo unspecified)	/	-0.7	/	-11.5	-3.0	/	5.3
CCCn1nc(C(=O)NNC(=O)CCCOc2ccc(OC)cc2)c2ccccc2c1=O	5.6	0.0	7.3	3.6	-3.1	-3.1	2.3
C[C@H](CO)N1C[C@H](C)[C@@H](CN(C)C(=O)Nc2ccccc2)Oc2ccc(N(C)C)cc2CC1=O	-3.3	-2.4	-25.8	-0.6	14.8[16.7 µM]	2.0	0.7
